Screening results deposited in PubChem by several laboratories.
GC-A act = GC-A stimulated cGMP production enhancers – HEK293 GC-A cells, cGMP TR-FRET, EC30 ANP, primary screen; 0% at EC30 ANP, 100% saturating ANP; activation, % at 10 µM; actives 0.14% (n = 370,000); AID 1671463, 2021; in the data active means activation above about 40%
sPLA2-III inh = human group III sPLA2 inhibitors, primary screen, biochemical, QFRET, BODIPY PC-A2 liposome substrate | Group 3 secretory phospholipase A2 (Homo sapiens), Q9NZ20 | QFRET BODIPY PC-A2 liposome hydrolysis, fluorescence | inhibition, % at 12.2 µM | actives 0.56% (n = 370,000) | AID 743126, 2013;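 active means inhibition above mean plus 3 SD of compounds lying within the high and low control bounds, cut at about 19% in these data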;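 further: 0% = median of test compound wells and 100% = no enzyme DMSO wells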
FXN GAA850 act = FXN promoter activators, primary screen, cell-based, luciferase luminescence, HEK293 lucGAA850 | actives 0.56% (n = 360,000) | activation, % at 6 µM | HEK293 lucGAA850 FXN promoter luciferase reporter, 24 h; percent of 10 µM SAHA response;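 active means activation above the average of all compounds screened plus 3 SD, cutoff fixed separately per campaign, cut at about 7.5% in these data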;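 further: 0% = DMSO wells and 100% = 10 µM SAHA wells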
DAX1 inh-1 = DAX1 (NR0B1) inhibitors, primary screen, cell-based, HEK293, Gal4-DAX1, luciferase luminescence | Nuclear receptor subfamily 0 group B member 1 (Homo sapiens), P51843 | HEK293 Gal4-DAX1 luciferase reporter | inhibition, % at 6.75 µM | actives 0.99% (n = 340,000) | AID 504766, 2011;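 active means inhibition above the mean over all tested compounds plus 3 SD, cut at about 4.2% in these data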;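 further: 0% = DAX1-transfected cells with DMSO and 100% = empty-vector control cells with DMSO; inhibition shows as a rise in luminescence from relieved DAX1 repression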
Target sequence (P51843 207-470 limits assumed): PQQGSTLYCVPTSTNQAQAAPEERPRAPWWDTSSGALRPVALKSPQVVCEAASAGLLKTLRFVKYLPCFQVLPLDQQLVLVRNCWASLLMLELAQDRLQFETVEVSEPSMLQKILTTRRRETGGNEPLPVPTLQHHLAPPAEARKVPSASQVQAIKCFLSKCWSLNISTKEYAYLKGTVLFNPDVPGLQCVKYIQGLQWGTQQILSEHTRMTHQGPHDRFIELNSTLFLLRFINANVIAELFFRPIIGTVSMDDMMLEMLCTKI
DAX1 inh-2 = DAX1 (NR0B1) inhibitors on StAR promoter, primary screen, cell-based, luminescence, SF-1 (NR5A1), full-length DAX-1; HEK293T StAR-luciferase reporter, SF-1/DAX-1 repression relief; inhibition, % at 6.8 µM; actives 1.1% (n = 370,000); AID 652010, 2013;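 active means inhibition above the mean over all tested compounds plus 3 SD, cut at about 3.6% in these data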;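 further: 0% = DAX-1 cells with DMSO and 100% = cells lacking DAX-1 with DMSO; higher inhibition means more luminescence from relief of DAX-1 repression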
ssDAF-12 act = S. stercoralis DAF-12 nuclear receptor activators, primary screen, cell-based, luminescence, HEK293, GRIP1 co-expression, lit1-tk-luc; Nuclear hormone receptor DAF-12 (Strongyloides stercoralis); HEK293 ssDAF-12/GRIP1 lit1-tk-luc reporter; % of 3 µM dafachronic acid response; activation, % at 6.8 µM; actives 1% (n = 370,000);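 active means activation above the mean over all tested compounds plus 3 SD, cut at about 0.9% in these data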;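 further: 0% = DMSO-only wells and 100% = 3 µM delta7-dafachronic acid wells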
hgDAF-12 ag = H. glycines DAF-12 receptor agonists, primary screen, cell-based, luminescence, HEK293, GAL4 fusion, UAS-luciferase | Nuclear hormone receptor DAF-12 (Heterodera glycines), GAL4 fusion | HEK293 GAL4-hgDAF12 UAS-luciferase reporter, agonist luminescence; normalized to butyrate control | activation, % at 6.8 µM | actives 1.8% (n = 370,000) | AID 687014, 2013;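 active means activation above a cutoff set at the mean of all screened compounds plus 3 SD, cut at about 10% in these data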;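 further: 0% = DMSO wells and 100% = sodium butyrate wells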
ADAM10 inh = human ADAM10 inhibitors, primary screen, biochemical, QFRET, HTS; actives 0.62% (n = 370,000); inhibition, % at 7 µM; AID 720582, 2013; recombinant ADAM10, EDANS/DABCYL FRET peptide cleavage, 3 h;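 active means inhibition above a per-campaign cutoff equal to the mean of compounds falling between control-based bounds plus 3 SD, cut at about 20% in these data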;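 further: 0% = DMSO wells while the 100% control is not disclosed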
Target sequence (O14672 214-748 limits assumed): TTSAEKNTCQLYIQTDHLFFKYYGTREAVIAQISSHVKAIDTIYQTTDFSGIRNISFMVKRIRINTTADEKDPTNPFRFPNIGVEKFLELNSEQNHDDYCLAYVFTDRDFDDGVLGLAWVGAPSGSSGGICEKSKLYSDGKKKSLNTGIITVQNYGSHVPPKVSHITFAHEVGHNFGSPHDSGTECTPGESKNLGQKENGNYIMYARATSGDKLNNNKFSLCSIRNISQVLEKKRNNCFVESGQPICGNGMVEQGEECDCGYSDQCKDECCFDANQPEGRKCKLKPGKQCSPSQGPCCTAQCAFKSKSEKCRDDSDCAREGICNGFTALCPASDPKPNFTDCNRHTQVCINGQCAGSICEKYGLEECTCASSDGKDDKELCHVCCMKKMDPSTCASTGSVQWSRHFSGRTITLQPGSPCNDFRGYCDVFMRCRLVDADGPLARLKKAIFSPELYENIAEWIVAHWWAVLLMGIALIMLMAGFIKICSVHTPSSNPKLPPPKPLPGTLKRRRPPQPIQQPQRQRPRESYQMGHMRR
GC-B act = human GC-B receptor activators, primary screen, HEK293 GC-B cells, cGMP TR-FRET, EC30 CNP; Atrial natriuretic peptide receptor 2 (Homo sapiens), P20594; actives 0.11% (n = 370,000); AID 1920062, 2024; activation, % at 10 µM; 0% at EC30 CNP, 100% saturating CNP;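 active means activation at 10 µM reaching about 35% in either raw or pattern-adjusted values, limit read from the data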
hcDAF-12 act = H. contortus DAF-12 nuclear receptor activators, primary screen, cell-based, luminescence, HEK293, lit1-tk-luc reporter; HEK293 hcDAF-12 lit1-tk-luc reporter; 0% DMSO, 100% Δ7-dafachronic acid; activation, % at 6.8 µM; actives 1.4% (n = 370,000);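 active means activation above the mean of all tested compounds plus 3 SD, cut at about 5.5% in these data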;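 further: 100% = response to 3 µM Δ7-dafachronic acid high control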
SMARCA2 activ = SMARCA2 (BRM) function activators, primary screen, cell-based, luminescence, high throughput; MG213 cells, MMTV-luciferase reporter, dexamethasone, overnight; actives 1% (n = 370,000); activation, % at 9.1 µM; in the data active means activation above about 7.8%;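 further: 0% = vehicle wells and 100% = reference activator wells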
An asterisk follows results filed as active; i = inactive; · = no result given. An unsorted share of the library; any-hit rate near 6.6%.

smiles	GC-A act	sPLA2-III inh	FXN GAA850 act	DAX1 inh-1	DAX1 inh-2	ssDAF-12 act	hgDAF-12 ag	ADAM10 inh	GC-B act	hcDAF-12 act	SMARCA2 activ
C=CCNC(=O)CSc1ncc2c(n1)-c1c(csc1SC)CC2	-2	3	-0.2	·	0.5	-2.0	-0.1	i	-2	-1.6	-2
Cc1ccc(OC(=O)C2CCN(C(=O)c3ccccc3C)CC2)c(Br)c1	0	-16	1.1	0.6	1.7	-0.8	-0.2	-11	-2	-0.6	-2
Cn1c(-c2sc3cc(C(F)(F)F)cnc3c2-c2ccccn2)n[nH]c1=S	-2	14	3.5	·	-0.3	-1.7	0.7	2	-2	0.4	-2
COc1cc(N/C(N)=N/c2nc(C)cc(C)n2)c(OC)cc1Cl	-4	-5	-2.5	-0.4	-0.9	-2.2	-2.3	-6	-8	-2.9	-6
CCC1=NN(C(=O)c2ccccc2O)C(O)(c2ccccc2)C1 (stereo not given)	5	10	-2.3	0.4	0.0	-0.1	3.1	-15	3	3.1	3
Cc1ccc(NC(=O)c2cc(S(=O)(=O)N3CCCC3)c[nH]2)c(C)c1	2	5	0.3	-0.5	-0.9	-1.4	-1.3	-10	4	-0.7	-2
CCOc1ccccc1Oc1coc2cc(OCC(=O)O)ccc2c1=O	2	-3	1.3	-0.5	0.2	-0.2	0.5	4	1	-1.1	0
COC(=O)[C@H](Cc1ccccc1)NS(=O)(=O)N[C@@H](Cc1ccccc1)C(=O)OC	-3	-2	-0.7	0.1	0.3	-1.5	-0.9	8	-9	1.2	0
O=C(O)c1ccc(Cl)c(S(=O)(=O)N2CCCC2)c1	0	3	1.9	-0.8	0.8	-2.0	-0.6	5	-1	-0.7	-1
O=C1CS(=O)(=O)N(Cc2cccc(F)c2)c2ccc(Br)cc21	1	-27	-1.4	2.5	0.1	-1.1	1.4	14	4	0.8	-1
Cc1noc(C)c1COc1cccc(C(=O)Nc2ccc(C#N)cc2)c1	5	-23	2.7	-2.2	-1.3	-1.6	-4.7	3	-3	-3.7	-2
Cc1cc(C)cc(N2C(=O)CCN(Cc3ccccc3)C2=O)c1	3	1	0.9	0.4	0.0	-2.1	1.6	5	-4	-0.2	-3
CCCCN(C(=O)c1ccc2c(c1)OCCO2)c1c(N)n(CC(C)C)c(=O)[nH]c1=O	1	9	0.1	-0.4	0.1	-0.7	5.8	-5	1	0.1	-3
Nc1nc(Br)c2c(F)cccc2c1-c1ccc(F)cc1	-12	-5	3.8	0.3	0.2	-0.9	-0.9	-93	-11	-1.1	-3
CC(=O)O[C@]1(C(C)=O)CCC2C3C=C(C)C4=CC(=O)CC[C@]4(C)C3CC[C@@]21C (stereo not given in full)	-8	6	1.1	-1.1	-0.4	-0.5	-2.4	-1	-4	-1.4	-3
CCCCCCCCN1C(=O)[C@@H](CC(=O)NCc2ccc(C)o2)C[C@@]2(C(=O)OC)C1=C[C@H](C(C)(C)C)O[C@@H]2C	5	-12	·	·	0.7	-0.9	-0.1	6	8	0.7	-6
O=C(CSc1nnc(-c2ccco2)n1Cc1ccccc1)c1ccc(F)cc1	-2	-43	1.7	1.7	0.3	0.7	1.1	-4	5	0.1	1
Cc1cccc(C(=O)NNC(=O)c2ccccc2)c1	1	2	1.5	-0.5	0.7	-1.2	1.6	8	2	0.4	0
CC(C)C(=O)N1CCC(Oc2cccnc2)CC1	3	9	·	·	0.4	-1.2	-3.4	-10	0	0.1	0
O=C(Nc1cccc2ncccc12)C(c1ccccc1)c1ccccc1	-5	-9	-2.3	0.0	-0.2	-2.1	-0.1	-2	-2	-2.5	0
O=C(N/N=C/c1ccc(Cl)cc1Cl)c1n[nH]c2c1CCCC2	-2	-6	-3.2	0.3	0.6	-0.5	2.3	8	-4	0.4	9.5*
CCN1CCN(C(=O)N(Cc2ccc(Cl)cc2)S(=O)(=O)c2ccc(C)cc2)CC1	3	14	1.9	0.2	0.3	-1.2	-2.5	-3	-2	0.7	-4
Cc1cc(C)nc(SCC(=O)Nc2ccccc2[N+](=O)[O-])n1	1	1	2.2	0.5	-1.0	0.4	-0.1	-2	3	-1.1	1
CCN(CC)S(=O)(=O)c1cc(NS(=O)(=O)c2cc(Cl)ccc2Cl)ccc1C	-2	-35	-1.2	-2.0	0.4	-0.7	2.8	9	-3	5.3	-2
Cc1ccc(S(=O)(=O)NN/C(=N/S(=O)(=O)c2ccccc2)c2ccccc2)cc1	2	-12	-2.5	0.5	0.0	-1.2	-0.4	-2	4	-1.7	-4
O=C(O)c1cccc(-n2cnnn2)c1	1	5	0.5	0.1	0.3	-0.8	-0.4	-11	6	1.2	0
COc1cccc(NC(=O)C(C)NS(=O)(=O)c2ccc(Br)cc2)c1 (stereo not given)	-8	-16	0.7	0.8	-0.5	-1.4	-1.0	4	-7	0.2	-2
CC1(C)CC2CC(C)(CN2C(=O)COC(=O)c2cc(Cl)cc(Cl)c2N)C1 (stereo not given)	1	-7	0.8	0.6	1.1	-1.1	1.1	-148	-6	-0.9	-1
Cc1nc(SCC(=O)OCc2ccccc2)c2c(=O)n(C)c(=O)n(C)c2n1	1	7	-0.8	0.5	-0.5	-0.8	1.2	-11	0	-1.1	-2
COC(=O)CCCn1nc(NC(=O)c2ccco2)cc1C	4	13	2.7	0.3	0.1	-0.9	0.0	12	-1	0.1	2
O=C(Nc1cc(F)ccc1F)N1CCN(c2ccnc3cc(Cl)ccc23)CC1	2	-4	-0.1	-1.1	-1.2	-2.1	-3.8	-4	-2	-3.6	-5
Nc1ccccc1-c1ccn[nH]1	2	17	-0.7	2.3	0.3	0.1	2.6	i	-2	3.2	-1
CN1CCN(c2nc3c(c(=O)n(C)c(=O)n3C)n2Cc2ccccc2Cl)CC1	0	1	-0.6	0.8	-0.1	-1.7	-1.0	-3	2	-0.2	-2
CCOc1nc(SCCOc2ccc(C)cc2)nc(N(C)C)n1	-2	-1	0.4	0.3	-1.2	-1.4	0.5	-4	1	-1.2	-4
CCN(CC)S(=O)(=O)c1ccc(C(=O)NNC(=O)C2CCN(S(=O)(=O)c3ccc(Cl)cc3)CC2)cc1	4	-38	-2.2	-1.5	-0.3	-0.1	-2.0	4	8	-1.1	0
O=C(C(=O)N1CCc2ccccc2C1)c1c[nH]c2ccccc12	-4	-8	2.1	-1.4	0.1	-1.1	2.6	0	-2	2.8	0
CC(=O)Nc1nonc1-c1nc2ccccc2n1Cc1nnc(C)o1	7	3	-1.7	-0.6	0.2	-0.9	-0.2	-49	3	-0.4	0
CCN(CC)CCCNC(=O)c1nn(-c2ccccc2OC)c(=O)c2ccccc12	0	-5	-2.4	0.5	0.3	-1.2	1.9	2	-1	-1.4	2
COc1ccccc1C(=O)N1CCN(Cc2cn[nH]c2-c2ccc(F)cc2F)CC1	-3	-2	2.9	0.1	0.2	-1.1	-0.7	1	3	-1.9	-1
Cc1cccc(Nc2nc3ccccc3s2)c1C	-3	0	4.9	1.3	3.2	1.3*	21*	3	-8	5.4	2
Cc1ccccc1NS(=O)(=O)c1ccc(C(=O)N2CCC2)cc1	6	-2	0.4	-1.0	0.2	-1.5	0.1	-3	-2	1.8	1
CCC(=O)Nc1cc2c(cc1C(=O)CC)OCCO2	-1	-4	0.2	0.5	-0.7	-1.4	1.2	-65	-4	-0.4	0
CCCc1nc2ccc(Br)cn2c1Cc1ccccc1	0	3	·	·	-0.3	-1.0	0.5	-13	-1	-1.0	-2
CCOc1cnc(-c2c(-c3ccccc3Cl)noc2C)o1	-2	0	-2.1	-0.6	-0.4	-2.1	-0.9	-5	2	-1.2	-3
NS(=O)(=O)c1ccc(CCNC(=O)CCCn2c(=O)[nH]c3ccc(Br)cc3c2=O)cc1	0	-4	-1.4	-0.8	0.4	-1.5	0.1	0	0	1.0	-3
CC(C)C(NC(=O)c1c(F)cccc1F)C(=O)NCCc1ccc(S(N)(=O)=O)cc1 (stereo not given)	3	-1	-0.9	1.2	0.0	-1.1	-2.8	6	4	-1.3	2
NS(=O)(=O)c1ccc(NC(=S)Nc2ccc(S(=O)(=O)Nc3nccs3)cc2)cc1	0	1	·	·	1.1	-0.2	3.7	-11	-3	2.1	-1
CN(C)c1ccc(-c2nnc(-c3ccccc3F)o2)cc1	7	4	3.7	0.7	3.2	0.9	13*	-196	-10	10*	3
COCCCNC(=O)Cn1nc(-c2ccc(C)cc2)ccc1=O	4	3	5.6	-0.3	0.4	-1.1	1.4	-21	1	-0.2	1
CC1CCCN(c2ncnc3c2cnn3-c2ccc(Cl)cc2)C1 (stereo not given)	-1	1	-15	-4.2	-7.2	-3.5	-22	7	1	-8.8	-7
O=C(C1CCCCC1)N1CCCC(c2nc3c(nnn3Cc3ccccc3)c(=O)[nH]2)C1 (stereo not given)	2	-25	3.1	-0.1	-0.3	-1.6	-0.6	1	2	-0.1	2
Cc1ccc(-c2nnc(SCC(=O)NNC(=O)COc3cccc(C)c3)n2C)cc1	-2	-9	-0.2	-0.5	-0.8	-1.1	-4.1	5	-2	-1.8	1
CCc1ccc(OCC2c3cc(OC)c(OC)cc3CCN2C(=S)NC)cc1 (stereo not given)	2	-6	0.3	-1.3	-1.2	-1.8	0.4	10	-3	-2.9	-1
COc1ccc(-c2nc3ncnn3cc2C)cc1F	3	3	-0.5	0.0	-0.6	-1.4	-2.9	i	0	-0.7	-4
Cc1cc(/C=C2/SC(=O)N(CC(=O)N3CCOCC3)C2=O)c(C)n1-c1ccccc1F	1	-1	2.8	-1.4	0.7	-0.6	7.2	0	2	1.6	4
C/C=C/C(=O)OCC(=O)Nc1cccc(Br)c1	-3	5	1.8	-0.1	-1.0	-0.9	-0.7	-3	2	-0.6	3
